TRPC6 activator = activates the mouse TRPC6 cation channel; Q61143; HEK293-TRPC6 membrane potential dye fluorescence; stronger effect = higher value; B-score at 10 µM; hit rate 0.13% among 310,000; AID 2550;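 active = B-score of the integrated fluorescence ratio above library mean plus 3 SD, and starting fluorescence ratio within library mean plus 5 SD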;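 note: higher score means more depolarization so channel activation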
ANO1 block = inhibitors of mouse TMEM16A calcium-activated chloride channel. Q8BHY3. HEK293 TMEM16A/YFP iodide influx fluorescence, ionomycin. normalized B-score (activity score, 25-100; higher = stronger inhibition) at 10 µM. hit rate 1.2% among 310,000;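 active = ratio plate-corrected score three or more library SD toward inhibition, starting fluorescence score within five deviations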;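 note: score derived from kinetic fluorescence span divided by baseline fluorescence per well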
TRPC4 act = activators of mouse TRPC4 channel; hit rate 0.49% among 310,000; AID 2237; Q9QUQ5; HEK293 TRPC4beta/mu-opioid, Fluo4 calcium fluorescence; stronger effect = higher value; B-score at 10 µM;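 active = B-score above 5 SD of library B-scores, and initial fluorescence ratio not above library mean plus 5 SD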;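 note: positive B-score marks a calcium rise read as TRPC4 activation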
Target sequence (Q9QUQ5 whole entry, looked up): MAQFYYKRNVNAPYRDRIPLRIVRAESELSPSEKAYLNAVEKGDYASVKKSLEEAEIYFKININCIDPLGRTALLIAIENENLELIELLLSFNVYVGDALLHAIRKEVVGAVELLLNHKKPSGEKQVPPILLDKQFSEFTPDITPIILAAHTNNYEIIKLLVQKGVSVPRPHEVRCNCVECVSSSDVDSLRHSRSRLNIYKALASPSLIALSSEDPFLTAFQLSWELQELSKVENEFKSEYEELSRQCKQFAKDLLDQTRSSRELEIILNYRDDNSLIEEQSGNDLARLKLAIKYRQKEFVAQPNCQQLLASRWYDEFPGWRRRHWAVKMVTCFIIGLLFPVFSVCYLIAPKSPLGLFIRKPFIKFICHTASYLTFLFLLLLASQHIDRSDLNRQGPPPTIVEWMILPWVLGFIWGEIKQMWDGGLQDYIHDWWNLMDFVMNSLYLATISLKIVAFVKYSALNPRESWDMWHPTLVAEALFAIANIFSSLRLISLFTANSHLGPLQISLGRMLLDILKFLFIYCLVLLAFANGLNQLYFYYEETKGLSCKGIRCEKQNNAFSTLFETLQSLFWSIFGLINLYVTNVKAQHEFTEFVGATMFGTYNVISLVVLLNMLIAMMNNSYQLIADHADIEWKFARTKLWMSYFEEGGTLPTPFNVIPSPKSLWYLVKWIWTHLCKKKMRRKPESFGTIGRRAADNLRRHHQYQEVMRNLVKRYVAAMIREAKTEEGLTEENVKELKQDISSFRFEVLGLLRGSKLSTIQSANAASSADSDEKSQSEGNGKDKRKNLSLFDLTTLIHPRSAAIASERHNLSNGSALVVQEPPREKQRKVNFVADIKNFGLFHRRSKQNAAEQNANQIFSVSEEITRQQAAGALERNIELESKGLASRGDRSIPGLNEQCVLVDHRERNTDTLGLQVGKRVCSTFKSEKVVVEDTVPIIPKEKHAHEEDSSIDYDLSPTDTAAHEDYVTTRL
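Test system: HEK293 cells stably co-expressing mouse TRPC4beta and mu-opioid receptor | Schedule: Fluo4 dye loading 45 min at room temperature, 110 s recording | Measured by: Kinetic Fluo4 calcium fluorescence, 5 s baseline at 1 Hz | Evaluation: B score of integrated ratio | Controls: Buffer (low) and maximal DAMGO (high)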
TRPC4 PAM = allosteric potentiators of mouse TRPC4 channel | Q9QUQ5 | HEK293 TRPC4beta/mu-opioid, DAMGO EC20, Fluo-4 Ca2+ flux; stronger effect = higher value | B-score at 10 µM | hit rate 0.42% among 310,000 | AID 2227;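 active = B-score of calcium response area above 5 SD of library B-scores, with initial fluorescence ratio within 5 SD of library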;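 note: B-score of integrated fluorescence ratio over time as area under calcium response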
TRPC4 inh = blocks the mouse TRPC4 cation channel; B-score at 10 µM; Q9QUQ5; HEK293 TRPC4beta/mu-opioid, DAMGO-evoked Fluo4 calcium flux; stronger effect = lower value; hit rate 0.39% among 300,000; AID 2247;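 active = B-score over 3 SD under the library average, no early fluorescence shift, positive overall ratio signal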
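Assay system: TRPC4beta/mu-opioid receptor HEK293 cell line; compound dosing: single concentration per test compound; detection: Fluo4 Ca2+ flux fluorescence; evaluation: per-well B score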
RGS4 inh = human RGS4 inhibition; P49798; HEK293 M3R/RGS4 inducible, Fluo-4 calcium flux; stronger effect = higher value; triggered by carbachol at its EC20; B-score at 10 µM; hit rate 0.45% among 310,000; AID 463165;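 active = B-score, a plate-corrected calcium signal, over three deviations above library mean, with baseline fluorescence within five deviations of library mean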;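 note: RGS4 expression induced by doxycycline in cells with stable M3 receptor; B-score is computed from the integrated fluorescence ratio over baseline after carbachol; higher B-score means a larger calcium signal and so more RGS4 inhibition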
TMEM16A act = mouse TMEM16A channel activation, primary screen; hit rate 0.3% among 340,000; B-score at 10 µM; AID 623877; HEK293 TMEM16A/YFP-H148Q/I152L, iodide quench fluorescence; stronger effect = lower value;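 active = fluorescence-ratio B-score plate-corrected deviation score at least 3 library SD below zero, with starting fluorescence score within 5 deviations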;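 note: channel opened by trigger with iodide after compound preincubation; score built on the fluorescence ratio of max minus min over baseline; more negative score means more quench and so TMEM16A activation or potentiation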
MrgX1 ag = activates human MrgX1 receptor signaling; B-score at 10 µM; hit rate 0.44% among 310,000; MrgX1-HEK293 cells, Fluo-4 calcium fluorescence, agonist mode; stronger effect = higher value; Q96LB2;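 active = calcium response B-score plate-corrected fluorescence ratio at least 3 library SD, with starting fluorescence B-score inside 5 SD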
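times = overnight plating, then 30 min 37 °C plus 30 min room-temperature dye loading | assay system = stable human MrgX1 HEK293 cell line | input = fifteen thousand cells per well | signal = kinetic calcium dye fluorescence, Fluo-4 NW | dosing = compound delivered in addition one of three | read-out = B-scored fluorescence response ratio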
MrgX1 antag = blocks BAM8-22 activation of human MrgX1 receptor. Q96LB2. MRGX1-HEK293 calcium flux, Fluo-4, BAM8-22 antagonism; stronger effect = lower value. B-score at 10 µM. hit rate 1.3% among 310,000. AID 588676;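 active = calcium-response B-score plate-corrected more than 3 library SD below zero, starting fluorescence within 5 deviations, no agonist response on first addition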;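 note: peak minus trough fluorescence over baseline after final BAM8-22 challenge near maximal dose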
MrgX1 PAM = human MrgX1 positive allosteric modulation, primary screen; MrgX1-HEK293, Fluo-4 calcium flux, FDSS; stronger effect = higher value; B-score at 10 µM; hit rate 0.63% among 310,000;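 active = plate-corrected calcium response at least 3 library SD above typical, normal starting fluorescence, not activating the receptor alone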;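 note: compound read alongside a low EC10 to EC30 dose of BAM8-22 agonist; peak minus trough fluorescence over baseline measured at the second addition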
TRPC6 inhibitor = blocks the mouse TRPC6 cation channel | Q61143 | HEK293-TRPC6, membrane potential dye, ACh-evoked depolarization; stronger effect = lower value | B-score at 10 µM | hit rate 1.1% among 310,000;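 active = B-score under library mean minus 3 SD, initial fluorescence not abnormally high, positive integrated signal ratio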;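 note: B-score derived from integrated fluorescence ratio over the kinetic read; more negative B-score means stronger inhibition of depolarization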
* = called active by the depositor; i = inactive; x = no result given.

SMILES	TRPC6 activator	ANO1 block	TRPC4 act	TRPC4 PAM	TRPC4 inh	RGS4 inh	TMEM16A act	MrgX1 ag	MrgX1 antag	MrgX1 PAM	TRPC6 inhibitor
Cc1cc(C)n(CCNC(=O)CC2C(=O)NCCN2Cc2ccc(C)o2)n1 (configuration not stated)	i	i	i	i	i	i	i	i	-4.73*	i	i
Cc1ccc(C(=O)N/N=C2\CCc3ccccc32)c(C)c1	i	i	i	i	i	i	i	i	i	i	i
CCOC(=O)C1CCCN(c2oc(-c3ccc(F)cc3)nc2C#N)C1 (configuration not stated)	i	i	i	i	x	i	i	i	i	i	i
Cc1ccc(-n2ncc3c(=O)[nH]c(SCC(=O)N4CCCc5ccccc54)nc32)cc1	i	i	i	i	i	i	i	i	i	i	i
COc1ccc2cc(-c3cc(C(=O)OCC(=O)Nc4c(C)n(C)n(-c5ccccc5)c4=O)c4ccccc4n3)ccc2c1	i	x	i	i	i	i	i	x	x	x	i
COC(C[C@@H](O)C[C@@H](O)[C@H](C)OCc1ccccc1)OC	i	i	i	i	i	i	i	i	i	i	i
CSc1ccccc1NC(=O)CN(Cc1ccccc1)S(C)(=O)=O	i	i	i	i	i	i	i	i	i	i	i
COc1cc(C(=O)NCc2cccc(Cl)c2)ccc1OCC(=O)N1CCOCC1	i	i	i	i	i	i	i	i	i	i	i
COC(=O)c1sc(N)c(C(=O)OC)c1Cn1ncc(Cl)c(Cl)c1=O	i	i	i	i	i	i	i	i	i	i	i
O=C(Nn1c(SCc2ccc(F)cc2)nc2ccsc2c1=O)c1ccccc1	i	i	i	i	i	i	i	i	i	i	i
CCC(CC)c1nnc(NC(=O)COc2ccc3c(c2)OCO3)s1	i	i	i	i	i	i	i	i	i	i	i
Cc1cc(C)cc(N(C(C)C(=O)NC2CCCC2)S(C)(=O)=O)c1 (configuration not stated)	i	i	i	i	i	i	i	i	i	i	i
Cc1ccc(C)c(Cn2nnc3c(=O)[nH]c(C(=O)NCc4ccco4)nc32)c1	i	i	i	i	i	i	i	i	i	i	i
O=C(NCCc1cccc(Cl)c1)c1ccc(Cl)c([N+](=O)[O-])c1	i	i	i	i	i	i	i	i	i	i	i
CN1CCN(c2nnc(-c3ccc(F)cc3)c3ccccc23)CC1	i	i	i	i	i	i	i	i	i	i	i
O=C(c1ccco1)N1CCN(C(c2ccccc2F)c2nnnn2CC2CCCO2)CC1 (configuration not stated)	i	i	i	i	i	i	i	i	i	i	i
COc1ccc([C@H]2/C=C\CN(C(=O)CC(C)(C)C)[C@@H](C)C(=O)N2Cc2ccc(F)cc2)cc1	i	i	i	i	i	i	i	i	i	i	i
CC(C)c1ccc(NC(=O)CCNS(=O)(=O)c2cccc3nsnc23)cc1	i	i	i	i	i	i	i	i	i	i	i
COc1cc2oc3ccccc3c(=O)c2cc1OC	i	i	i	i	i	i	i	i	i	i	i
COc1ccc(-n2cc(CNCCc3ncc(C)[nH]3)c(-c3ccccc3Cl)n2)cc1	i	i	148*	i	i	i	i	i	i	i	i
Cn1c(=O)n(-c2ccc(Cl)cc2)c(=O)c2c3c(sc21)COC(C)(C)C3	i	i	i	i	i	i	i	i	i	i	i
COCCCn1c(C(=O)NCCC2=CCCCC2)cc2c(=O)n3cccc(C)c3nc21	i	i	i	i	i	i	i	i	i	i	i
COC(=O)c1ccc(OC(=O)C2CSC3(C)CCC(=O)N23)cc1 (configuration not stated)	i	i	i	i	i	i	i	i	i	i	i
CCOc1ccc(CCNC(=O)COC(=O)CNC(=O)c2ccc(Br)o2)cc1OCC	i	i	i	i	i	i	i	i	i	i	i
CCCCn1c(N)c(N(CC(C)C)C(=O)c2cccs2)c(=O)[nH]c1=O	i	i	i	i	i	i	i	i	i	i	i
COc1ccccc1OCCNC(=O)c1cccs1	i	i	i	i	i	i	i	i	i	i	i
O=C(Nc1ccnn1C1CCN(C(=O)c2ccc(C(F)(F)F)cc2)CC1)C1CC1	i	i	i	i	i	i	i	i	i	i	i
Cn1c(=O)n(C)c2cc(/C=C(/C#N)C(=O)NCc3ccco3)ccc21	i	i	i	i	i	i	i	i	i	i	i
COC(=O)C1=CN(Cc2ccc(OC)c(OC)c2)C=C(C(=O)OC)C1c1cccs1	i	x	i	i	i	i	i	x	x	x	i
CCCCN1CCNC[C@@H]1Cc1ccccc1	i	i	i	i	i	i	i	i	i	i	i
CCN(Cc1ccccc1)C(c1ccc(C)cc1)c1nnnn1C(C)(C)CC (configuration not stated)	i	100*	i	i	i	i	i	i	i	i	i
COCC(C)N=C1NN=C(c2cccs2)C(CC(=O)O)S1 (configuration not stated)	i	i	i	i	i	i	i	i	i	i	i
CCCc1cc(N2CCCC(C(=O)NCC)C2)n2ncnc2n1 (configuration not stated)	i	i	i	i	i	i	i	i	i	i	i
CC(C)NC(=O)[C@H](CSCc1ccccc1)N1Cc2ccccc2C1=O	i	i	i	i	i	i	i	i	i	i	i
Cc1ccn2c(=O)nc(SCC(=O)c3ccccc3)nc2c1	i	i	i	i	i	i	i	i	i	i	i
CSc1ncccc1C(=O)N(C)CC(=O)Nc1ccc(Cl)cc1	i	i	i	i	i	i	i	i	i	i	i
FCCCOc1ccc(-c2ccnc3ncnn23)cc1	i	i	i	i	i	i	i	i	i	i	i
CC1CCN(C(=O)COC(=O)Cn2cnc3c2c(=O)n(C)c(=O)n3C)CC1	i	i	i	i	i	i	i	i	i	i	i
COC(=O)C1CCN(C(=O)NC(C)(C)C)CC1	i	i	i	i	i	i	i	i	i	i	i
CC(C)c1cc(=O)[nH]c(SCC(=O)NC2CCCC2)n1	i	i	i	i	i	i	i	i	i	i	i
COn1c(=O)c(=O)n(O)c2ccccc21	i	i	i	i	i	i	i	i	i	i	i
CCNS(=O)(=O)c1ccc(S(=O)(=O)N(Cc2ccccn2)C2CCCCC2)cc1	i	i	i	i	i	i	i	i	i	i	i
Cc1ccc(C)c(NC(=S)N(CCc2ccncc2)C(C)C)c1	i	i	i	i	i	i	i	i	i	i	i
O=C(/C=C/c1ccccc1)N1CCN(CCN2C(=O)c3cccc4cccc(c34)C2=O)CC1	i	i	i	i	i	i	i	i	i	i	i
O=C(c1cccc(Br)c1)N1CCN(c2cnn(-c3ccccc3)c(=O)c2Cl)CC1	i	i	i	i	i	i	i	i	i	i	i
Cc1ccc(Cn2cccc2/C=C2/C(=N)N3C=CSC3=NC2=O)cc1	i	i	i	i	i	i	i	i	i	i	i
CCOc1ccc(OCC(=O)Nc2ccccc2C(F)(F)F)cc1	i	i	i	i	i	i	i	i	i	i	i
COc1ccc(C2=NOC(C(=O)NCc3cccnc3)C2)cc1 (configuration not stated)	i	i	i	i	i	i	i	i	i	i	i
COCCCN(C(=S)Nc1cc(Cl)cc(Cl)c1)C(C)c1ccncc1 (configuration not stated)	i	i	i	i	i	i	i	i	i	i	i
COc1cccc2c1SCc1ccccc1C2CC(N)=O (configuration not stated)	i	i	i	i	i	i	i	i	i	i	i
O=C(NCCc1ccc(Cl)cc1)c1ccc(Br)s1	i	i	i	i	i	i	i	i	i	i	i
COc1ccc(N(CC(=O)NCc2ccccc2C)S(=O)(=O)c2ccccc2[N+](=O)[O-])c(OC)c1	i	i	i	i	i	i	i	i	i	i	i
COCCn1c(=O)[nH]c2cc(C(=O)Nc3cccc(F)c3)ccc2c1=O	i	i	i	i	i	i	i	i	i	i	i
CC(C)(C)OC(=O)N1CCC[C@H]1C(=O)Nc1ccc(S(=O)(=O)C(F)F)cc1	i	i	i	i	i	i	i	i	i	i	i
CN(CCCC(=O)O)S(=O)(=O)c1ccc2c(c1)C(=O)c1cc(S(=O)(=O)N(C)CCCC(=O)O)ccc1-2	i	i	i	i	i	i	i	i	i	i	i
COC(=O)Oc1ccc(/C=N/NS(=O)(=O)c2ccccc2)cc1OC	i	i	i	i	i	i	i	i	i	i	i
Cc1c(Cl)cccc1NC(=O)c1ccccc1-c1ccccc1C(=O)O	i	i	i	i	i	i	i	i	i	i	i
COc1ccc(NC(=O)CSc2nccn2Cc2ccc(F)cc2)cc1	i	i	i	i	i	i	i	i	i	i	i
O=C(Nc1nc2c(F)cc(F)cc2s1)C1CCN(C(=O)c2ccc(F)cc2)CC1	i	i	i	i	i	i	i	i	i	i	i
Cc1nn2c(-c3ccccc3)ccnc2c1-c1ccccc1	i	i	i	i	i	i	i	i	i	i	i

(more compounds)
SMILES	TRPC6 activator	ANO1 block	TRPC4 act	TRPC4 PAM	TRPC4 inh	RGS4 inh	TMEM16A act	MrgX1 ag	MrgX1 antag	MrgX1 PAM	TRPC6 inhibitor
COc1ccc(Br)cc1CNC(=O)CCC(=O)n1nc(C)c2ccccc21	i	i	i	i	i	i	i	i	i	i	i
NC(=O)CSc1nc2scc(-c3ccco3)c2c(=O)n1-c1ccccc1	i	i	i	i	i	i	i	i	i	i	i
O=C1N=C(N2CCN(c3ccccc3)CC2)S/C1=C\c1ccco1	i	i	i	i	i	i	i	i	i	i	i
Fc1ccccc1NC(=S)N1CCN(Cc2ccccc2)CC1	i	i	i	i	i	i	i	i	i	i	i
CC1CC(C)CN(c2oc(-c3ccco3)nc2C#N)C1 (configuration not stated)	i	i	i	i	i	i	i	i	i	i	i
CC(=O)NCCC(=O)Nc1cc(S(=O)(=O)N2CCOCC2)ccc1N1CCCC1	i	i	i	i	i	i	i	i	i	i	i
CN1CCc2c(sc3c2C(=O)NC(c2ccccn2)N3)C1 (configuration not stated)	i	i	i	i	i	i	i	i	i	i	i
O=S(=O)(c1ccc(Br)s1)N1CCN(Cc2ccc3c(c2)OCO3)CC1	i	i	i	i	i	i	i	i	i	i	i
Cn1ccnc1SCC(=O)c1ccc(Cl)cc1	i	i	i	i	i	i	i	i	i	i	i
C#CC[N+]1(CC#Cc2ccc(C)cc2)CCCCC1	i	i	i	i	i	i	i	i	i	i	i
OCCN1CCN(CC/C=C2/c3ccccc3Sc3ccc(Cl)cc32)CC1	x	i	x	x	x	x	i	i	i	i	x
